Screens as filed in PubChem.
Insulin prom up – MIN6 insulin promoter up-regulation; MIN6 insulin promoter-GFP reporter, high-content imaging; stronger effect = higher value; z-score at 5 µM; 0.3% of 190,000 active;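 active means z-score above 3 at 5 µM with at least 500 cells counted in the well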
bCat nuc transl – modulators of beta-catenin nuclear translocation; HeLa beta-catenin nuclear translocation, immunofluorescence imaging; AID 1665; 0.3% of 190,000 active; nuclear translocation activity, % at 5 µM;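 active means nuclear translocation activity above 50% at 5 µM, with a well cell count of 50 or more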;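 further: per-cell ratio of nuclear to cytoplasmic median beta-catenin stain intensity; plate controls were DMSO negative control for no effect and GSK-3 inhibitor IX positive control for full effect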
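System: Human HeLa cells, endogenous beta-catenin | Compound dosing: 5 µM primary, 0.02–20 µM confirmation | Timing: 24 h compound exposure at 37°C, 5% CO2 | Measured by: Fluorescence imaging of beta-catenin antibody stain plus DAPI | Read-out basis: % activation of per-cell nuclear versus cytoplasmic median beta-catenin signal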
MT stabilize HCS – microtubule stabilizers in HeLa cells; HeLa tubulin immunostaining HCS, 24 h; share of cells brighter than vehicle mean+2SD; 0.83% of 200,000 active; AID 2205; % tubulin-high responders, % at 10 µM;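 active means plate Z-score above 3 for both tubulin-high and condensed-nucleus cell shares, with cell loss under 80%, at 10 µM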;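 further: anti alpha tubulin signal scored within the nucleus-defined area of each cell; some results filed as inactive read as strong as hits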
XIAP displacement – XIAP antagonists, biochemical, IAP family, fluorescence polarization (AID 1018) | one-dose displacement, % at 20 µM; IC50 in µM for titrated hits | 0.007% of 200,000 active | XIAP BIR domain, fluorescence polarization peptide displacement; higher % means a stronger effect; in the data active means displacement above about 50%; further: a part of the inactive calls stands beside numbers as strong as those of hits
Autophagy HCS – alters autophagy in cells | AID 463193 | calls only at 10 µM (by protocol) | 0.98% of 190,000 active | MEF GFP-LC3 puncta imaging; test concentration mostly 10 µM;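 active means percentage of spot-positive cells more than 3 SD above its plate mean, without a fluorescence outlier flag or 80% toxicity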;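 further: spot-positive cell cutoff set from DMSO-treated cells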
ER stress rescue – rescue of cells from ER stress-induced death, primary screen, 384-well, CSM14.1, thapsigargin, ATP luminescence (AID 1222); 190,000 tested, under 10 active; cellular ATP content (survival), % at 20 µM, or EC50 in µM where a hit was titrated; CSM14.1 thapsigargin-induced death rescue, ATP luminescence; higher % means a stronger effect;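 active means EC50 below 50 µM in the dose-response confirmation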;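 further: death triggered by thapsigargin at about 15 µM added after 2 h compound pretreatment; cell ATP read after overnight thapsigargin exposure of roughly 18 to 22 hours; normalized against plate controls of thapsigargin alone and 5% DMSO vehicle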
WT yeast gro inh – growth inhibition of WT yeast, mitochondrial fusion screen; mitochondrial fusion phenotypic screen, WT strain; inhibition, % at 10 µM; 2.1% of 190,000 active; in the data active means inhibition above about 58%; tested in S. cerevisiae
Lipid droplet – hepatic lipid droplet formation modulation; AML12 mouse hepatocytes, oleate lipid droplets, BODIPY imaging; inhibition, % at 6.5 µM; 0.4% of 240,000 active; AID 1656;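 active means lipid droplet intensity inhibited by at least 50%, with more than 500 cells counted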
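Material – AML12 mouse liver cells · Also added – oleate loading, 100 µM · Compound dosing – 6.5 µM single-point dosing · Times – overnight treatment with compound plus oleate · Measured by – fluorescence imaging, 20x objective, two fields per well · Read-out – percent inhibition of filter-corrected integrated lipid droplet intensity per well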
Dynein cargo inh – blocks dynein driven cargo transport along microtubules. 3617.4 mouse cells, GR-EGFP nuclear translocation imaging; test concentration mostly 20 µM; stimulated with dexamethasone, 1 µM; stronger effect = lower value. z-score, hits read low. 0.47% of 220,000 active;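 active means plate z-score of nuclear minus cytoplasmic receptor signal below a set negative limit, without overly bright fluorescence or cell loss, cut at about -3.5 in these data, passing the limit was not always enough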;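 further: z-score of nuclear minus cytoplasmic ring GR-EGFP intensity difference per well; some compounds called inactive have numbers as strong as hits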
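Buffer or medium: Induction medium lacking tetracycline, stripped serum | Also added: Dexamethasone agonist, 1.0 µM final, for 30 min | Timing: 48 h induction, 1 h compound, 30 min dex at 37 °C | Detection: Formaldehyde fixation, Hoechst nuclear stain, 10x automated fluorescence imaging | Measure: Nuclear versus cytoplasmic GR-EGFP signal, averaged per well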
WT yeast gro inh mutant strain – second read-out of WT yeast gro inh, no call of its own (marks repeat the call); inhibition, %; mitochondrial fusion phenotypic screen, mutant strain inhibition
Dynein cargo inh cytoplasmic EGFP – also measured in Dynein cargo inh; calls as there; z-score; measured here: cytoplasmic GR-EGFP intensity; stronger effect = higher value
Dynein cargo inh nuclear GR-EGFP – further read-out of Dynein cargo inh, marked with its call; z-score; measured here: nuclear GR-EGFP intensity;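 lower value marks the stronger effect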
Dynein cargo inh cell count – also measured in Dynein cargo inh; calls as there; z-score; measured here: cell count per field
Insulin prom up cell count – further read-out of Insulin prom up, marked with its call; cell count; measured here: cytotoxicity, nuclei count;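 total cells summed across four imaged fields per well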
Lipid droplet cells 6.5 µM – second read-out of Lipid droplet, no call of its own (marks repeat the call); cell count; measured here: cell count, cytotoxicity flag;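 cells counted across two imaged fields per well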
bCat nuc transl cell count 5 µM – second read-out of bCat nuc transl, no call of its own (marks repeat the call); cell count; measured here: cell count, cytotoxicity flag
MT stabilize HCS Hoechst-high % – further read-out of MT stabilize HCS, marked with its call; % Hoechst-high responders; measured here: nuclear condensation Hoechst responders;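 share of cells brighter than vehicle mean plus two SD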
MT stabilize HCS cytotoxicity % – recorded beside MT stabilize HCS, whose call it bears; toxicity, %; measured here: cytotoxicity by cell density;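 0% = mean cell density of plate MIN control wells and 100% = no cells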
Autophagy HCS cell loss 18 h – also measured in Autophagy HCS; calls as there; toxicity, %; measured here: cell loss, nuclei count;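 cell loss after 18 h compound exposure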
Numbers without * were called inactive; i = inactive; nt = not tested or not shown; & = joins results of further samples.

Screens in order – Insulin prom up, Insulin prom up cell count, bCat nuc transl, bCat nuc transl cell count 5 µM, MT stabilize HCS, MT stabilize HCS Hoechst-high %, MT stabilize HCS cytotoxicity %, XIAP displacement, Autophagy HCS, Autophagy HCS cell loss 18 h, ER stress rescue, WT yeast gro inh, WT yeast gro inh mutant strain, Lipid droplet, Lipid droplet cells 6.5 µM, Dynein cargo inh, Dynein cargo inh cytoplasmic EGFP, Dynein cargo inh nuclear GR-EGFP, Dynein cargo inh cell count
> O=C(Nc1cccnc1Cl)c1cc([N+](=O)[O-])ccc1Cl
→ 0.05, 1248, -0.9, 1121, 2.8, 2.7, 3.8, -3.8%, i, 6.7, -2.2%, -12.4, -12.8, -1.5, 716, -0.317, -0.133, -0.0721, -0.308
> COc1cc(OC)cc(-n2nc(C(=O)NCCCN3CCOCC3)c3ccccc3c2=O)c1
→ -0.01, 1206, nt, nt, 7.3, 1.6, 5.6, 6.3%, i, 9.1, -1.6%, -7.3, -0.7, 2.7, 790, -0.458, -0.222, -0.0157, 0.43
> Cc1ccc(-n2c(CNC(=O)c3cccs3)nnc2SCC(=O)NO)cc1
→ 0.21, 1400, -1.4, 1156, 1.6, 2.6, 3.8, -1.6%, i, 4.9, nt, -10.3, 10.8, 4.9, 726, -0.461, -0.289, -0.316, -0.0588
> CCN1CCN(CC(=O)N2N=C(c3cccs3)CC2c2ccc(OC)c(OC)c2)C(=O)C1=O (stereo not drawn)
→ -0.61, 1336, 0.2, 1105, 1.7, 2.0, 9.6, -3.3%, i, 6.5, nt, 2.8, 1.1, 4.7, 686, 2.03, -0.286, 1.16, -0.626
> Cc1ccccc1-c1ccc(=O)n(CC(=O)Nc2ccc(N3CCOCC3)cc2)n1
→ 0.33, 1299, -2.6, 692, 5.4, 3.1, 7.1, -7.4%, i, 1.0, -0.1%, -2.3, 4.3, nt, nt, -0.802, -0.28, 0.199, 0.601
> O=C(Nc1nc(-c2ccccc2)cs1)Nc1ccc(F)cc1F
→ -1.01, 1085, 0.0, 1123, 5.8, 2.7, 6.1, -0.3%, i, -2.0, -1.2%, 10.4, 24.9, -30.0, 692, 0.087, -0.338, 0.49, 0.96
> Oc1ccc(Br)cc1-c1cc(-c2ccco2)[nH]n1
→ -0.04, 1082, 0.9, 1196, 1.7, 1.7, 4.2, -2.5%, i, -1.5, -2.1%, 73.1, 79.8, 14.7, 763, -0.684, -0.135, -0.316, 0.508
> CCNC(=O)CN(c1ccc(Br)c(C)c1)S(C)(=O)=O
→ -0.27, 1377, -2.1, 999, 2.1, 1.1, 3.8, -4.8%, i, -12.2, 1.2%, 1.6, -5.7, 27.1, 739, 1.4, -0.296, 0.571, -0.327
> CCC(C)(C)NC(=O)C(c1cccc(OC)c1OC)N(CC(C)C)C(=O)CCC(=O)Nc1cc(C)on1 (stereo not drawn)
→ -1.01, 1271, 0.3, 1069, 5.0, 2.6, 4.7, -5.5%, i, 11.3, -0.7%, 1.9, -0.5, 2.8, 770, -0.683, -0.238, -0.283, 0.429
> NC(=O)C1CCCN(Cc2ccc(Cl)cc2)C1 (stereo not drawn)
→ 0.74, 1191, 1.3, 1066, 4.4, 4.2, 8.0, -2.6%, i, 11.3, 2.9%, -7.9, 6.0, 7.5, 849, 1.17, -0.147, 0.491, -1.73
> CCOC(=O)N1CCN(C(=O)CSc2nnc(-c3c[nH]c4ccccc34)n2CCOC)CC1
→ -0.22, 1476, 3.4, 1424, 3.6, 2.7, 11.9, 1.4%, i, -35.1, -1.6%, -2.1, 15.6, nt, nt, -0.188, 0.266, 0.244, 0.412
> Cn1c(-c2cccc(OCc3ccccc3)c2)nc2c1c(=O)[nH]c(=O)n2Cc1ccccc1
→ nt, nt, 1.1, 1052, 1.7, 1.8, 8.3, -7.3%, i, -3.6, 0.5%, -8.0, -37.9, -3.6, 832, -0.26, -0.161, 0.482, 0.054
> CN1CCN(C(=O)c2ccccc2-c2nc(-c3ccccc3)no2)CC1
→ 0.37, 1891, -2.7, 809, 5.3, 2.6, 9.9, 3.8%, i, 15.1, -1.9%, -1.2, -3.0, nt, nt, 0.677, 0.558, 1.13, -1.67
> CCOC(=O)c1ccc(NC(=O)CSc2nc(C)nc3c2c(=O)n(C)c(=O)n3C)cc1
→ -0.71, 989, nt, nt, 2.2, 4.3, 10.1, -4.0%, i, -10.5, 0.7%, -2.1, -6.6, nt, nt, 1.12, 0.0164, 1, -1.32
> COc1ccc(NS(=O)(=O)c2ccc(OC)c(NC(=O)CCC3CCCCC3)c2)cc1
→ 0.19, 1341, -1.9, 576, 2.5, 2.0, 5.7, -5.4%, i, -7.8, -0.5%, -15.6, -12.1, -1.9, 647, -1.28, -0.272, -0.952, 1.41
> Cc1ccc(-n2c(SCC(=O)NCc3ccco3)nc3c(sc4ccccc43)c2=O)cc1
→ -1.32, 1088, -0.7, 504, 2.8, 2.9, 4.3, -6.9%, i, -1.3, -2.3%, -5.7, 8.1, 9.3, 644, -0.196, -0.236, -0.143, 0.539
> O=C(Nc1ccc(F)c(F)c1)c1ccccc1-c1ccccc1
→ -0.1, 1544, -3.1, 1189, 5.1, 1.3, 5.9, -2.3%, i, -49.7, -1.9%, -3.4, -1.0, -45.9, 560, -0.842, -0.27, -0.427, 0.727
> O=C(O)CCc1ccc(-c2cccs2)n1NC(=O)c1cccs1
→ 0.59, 1484, -3.7, 1061, 1.3, 1.7, 9.1, -3.0%, i, 1.7, 0.6%, 6.3, -6.5, -9.8, 683, -1.02, -0.223, -0.465, 0.706
> COc1ccc(/C=C2\CC/C(=C\c3ccc(OC)cc3OC)C2=O)c(OC)c1
→ nt, nt, nt, nt, 2.3, 2.1, 4.1, -6.5%, i, 2.0, 0.3%, 2.0, 31.1, -1.8, 731, 0.494, 12.2, 2.05, -0.237
> CCc1ccccc1NCC(=O)Nc1ccccc1C(=O)OC
→ -0.83, 1498, 0.8, 1140, 6.1, 1.5, 5.9, -1.9%, i, 5.1, -0.7%, -11.3, -28.4, -4.2, 606, 0.428, -0.272, 0.031, 0.269
> CSc1nsc(SCC(=O)Nc2nc3ccc(C)cc3s2)n1
→ 0, 1436, 0.2, 1075, 5.1, 3.9, 3.3, -10.4%, i, 3.4, -0.3%, 12.5, 8.1, 15.4, 592, 0.22, -0.312, 0.0852, 0.688
> Cc1nc(/N=C(\N)NC(=O)N2c3ccccc3Sc3ccccc32)nc2ccccc12
→ -0.73, 1001, -1.1, 1029, 1.0, 2.3, 8.4, -2.9%, i, 8.0, 2.1%, 13.6, 12.5, 5.0, 655, 0.147, -0.208, 0.474, -0.703
> S=C(NCCc1ccccc1)Nc1cnc2ccccc2c1
→ 0.04, 1472, -2.8, 1014, 4.5, 2.1, 9.7, -9.8%, i, -2.9, 0.0%, 12.6, -2.9, 2.3, 679, -1.18, -0.298, -0.492, 0.268
> CNC(=O)c1nc(C)n(-c2cc(Cl)cc(Cl)c2)n1
→ 0.56, 1736, -1.7, 1011, 2.6, 1.8, 4.0, 1.6%, i, 42.0, 0.5%, 10.4, 13.3, -12.7, 647, -0.544, -0.184, -0.569, -0.061
> CC(=O)n1c(Cl)c(NC(=O)CCl)c2ccccc21
→ 0.09, 620, 1.5, 1170, 5.9, 3.9, 4.9, -9.1%, i, -29.1, 11.3%, -0.5, -16.1, 2.7, 637, -0.2, -0.227, -0.311, 0.522
> O=C(O)c1cn[nH]c1-c1cccc([N+](=O)[O-])c1
→ 0, 1207, -0.7, 1126, 5.1, 1.7, 1.6, -5.1%, i, 14.8, 4.7%, 1.1, 10.6, -1.9, 650, -0.307, -0.303, -0.127, 0.519
> C/C=C(\C)c1nnc(NC(=O)c2ccco2)s1
→ -0.24, 1358, nt, nt, 2.9, 2.7, 5.4, -4.7%, i, -0.1, -2.2%, 1.4, 3.5, 11.7, 678, -0.191, -0.199, -0.281, 0.867
> c1ccc2[nH]c(-c3ccncc3)nc2c1
→ 1.61&0.45, 645&1409, -0.8&0.1, 1302&1072, 1.4, 1.4, 3.0, -10.3%, i, -1.9, 0.2%, 5.1, 12.4, -4.6&-5.6, 669&681, 2.48&1.22, 0.354&-0.318, 2.22&0.703, -2.07&-0.736
> CC(NC(=O)c1ccccc1)c1ccc(Br)cc1 (stereo not drawn)
→ -0.07, 1176, -1.3, 1150, 3.4, 1.3, 6.6, -4.4%, i, 18.0, 1.1%, -15.7, 4.8, -13.1, 691, -0.682, -0.233, -0.243, 0.107
> CCOC(=O)N1CCC(Nc2c(NCCN3CCN(c4cccc(Cl)c4)CC3)c(=O)c2=O)CC1
→ -1.01, 878, nt, nt, 2.2, 2.3, 4.8, -4.9%, i, 15.0, -0.1%, 11.2, 7.4, nt, nt, 0.102, 0.0694, 0.195, -0.556
> Cc1ccc(S(=O)(=O)N2CCNC(=O)CC2)cc1
→ -0.5, 1286, nt, nt, 1.8, 2.4, 4.4, -5.4%, i, 1.3, -0.6%, -18.8, 6.2, -3.6, 712, -1.58, -0.0802, -0.759, -1.31
> Cn1c(N)c(S(=O)(=O)NCc2ccccc2Cl)c(=O)n(C)c1=O
→ 0.32, 1264, -1.7, 1067, 1.9, 0.9, 3.1, -4.0%, i, -5.6, 2.7%, 17.5, 16.9, 22.1, 692, 0.519, -0.321, -0.00419, 0.17
> COc1ccc(C(=O)Cc2ccccc2)cc1OC
→ -0.29, 1429, nt, nt, 7.3, 2.9, 4.4, -5.3%, i, -6.9, -0.8%, -3.3, 16.9, 0.5, 725, 0.00307, -0.292, -0.199, 0.164
